Mtb BioA inh – blocks M. tuberculosis BioA enzyme activity | inhibition, % at 9.99 µM | 360,000 compounds, 0.096% hits | purified M. tuberculosis BioA enzyme, plate reader; in the data active = inhibition above about 40%; inconclusive = no clear call, values can overlap the other calls
PfHsp40 rescue – compounds rescuing yeast from Plasmodium falciparum HSP40 toxicity | S. cerevisiae expressing PfHsp40, growth rescue, ATP luminescence | growth rescue, % at 12.5 µM | 340,000 compounds, 0.68% hits | AID 504582; in the data active = growth rescue above about 28%, passing the limit was not always enough; inconclusive = no clear call, values can overlap the other calls;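 also: yeast W303a lacking pdr1 and pdr3 grown in galactose medium; growth measured after three days at 30 °C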
BoNT F protease – blocks Botulinum neurotoxin F light chain protease. AID 588497. Multiplex microsphere protease cleavage assay, flow cytometry. inhibition, % at 10 µM. 360,000 compounds, 0.22% hits; in the data active = inhibition above about 35%, passing the limit was not always enough; inconclusive = no clear call, values can overlap the other calls; also: plate controls were buffer without enzyme for full effect and enzyme alone for no effect
GDH-TPI counter – inhibits GDH-TPI coupling enzymes, artifact for Mtb FBA screen; inhibition, % at 4.8 µM; GDH-TPI coupled enzyme counterscreen, NADH absorbance; 360,000 compounds, 1.2% hits; in the data active = inhibition above about 30%;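 also: 0% = DMSO wells and 100% = wells lacking the enzyme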
UGM FP inh – Mtb UDP-galactopyranose mutase inhibition; inhibition, % at 10 µM; purified UGM, fluorescence polarization probe displacement; P9WIQ1; AID 504406; 320,000 compounds, 0.06% hits; in the data active = inhibition above about 10%, passing the limit was not always enough; inconclusive = no clear call, values can overlap the other calls
FBA Mtb inh – Mtb fructose-bisphosphate aldolase inhibition; inhibition, % at 1 µM; purified M. tuberculosis FBA, fluorescence read-out; P9WQA3; 360,000 compounds, 2.3% hits; in the data active = inhibition above about 27%;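 also: 0% = vehicle and 100% = reference inhibitor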
BoNT A protease – blocks Botulinum neurotoxin A light chain protease. multiplex microsphere protease substrate cleavage, flow cytometry. inhibition, % at 10 µM. 360,000 compounds, 0.17% hits. AID 588499; also: plate controls were buffer without enzyme for full effect and enzyme alone for no effect
Anthrax LF inh2 – blocks Bacillus anthracis lethal factor protease | P15917 | multiplex microsphere protease cleavage assay, LF | inhibition, % at 10 µM | AID 588501 | 360,000 compounds, 0.12% hits; also: plate controls were buffer without enzyme for full effect and enzyme alone for no effect
Target sequence (P15917 whole entry, looked up): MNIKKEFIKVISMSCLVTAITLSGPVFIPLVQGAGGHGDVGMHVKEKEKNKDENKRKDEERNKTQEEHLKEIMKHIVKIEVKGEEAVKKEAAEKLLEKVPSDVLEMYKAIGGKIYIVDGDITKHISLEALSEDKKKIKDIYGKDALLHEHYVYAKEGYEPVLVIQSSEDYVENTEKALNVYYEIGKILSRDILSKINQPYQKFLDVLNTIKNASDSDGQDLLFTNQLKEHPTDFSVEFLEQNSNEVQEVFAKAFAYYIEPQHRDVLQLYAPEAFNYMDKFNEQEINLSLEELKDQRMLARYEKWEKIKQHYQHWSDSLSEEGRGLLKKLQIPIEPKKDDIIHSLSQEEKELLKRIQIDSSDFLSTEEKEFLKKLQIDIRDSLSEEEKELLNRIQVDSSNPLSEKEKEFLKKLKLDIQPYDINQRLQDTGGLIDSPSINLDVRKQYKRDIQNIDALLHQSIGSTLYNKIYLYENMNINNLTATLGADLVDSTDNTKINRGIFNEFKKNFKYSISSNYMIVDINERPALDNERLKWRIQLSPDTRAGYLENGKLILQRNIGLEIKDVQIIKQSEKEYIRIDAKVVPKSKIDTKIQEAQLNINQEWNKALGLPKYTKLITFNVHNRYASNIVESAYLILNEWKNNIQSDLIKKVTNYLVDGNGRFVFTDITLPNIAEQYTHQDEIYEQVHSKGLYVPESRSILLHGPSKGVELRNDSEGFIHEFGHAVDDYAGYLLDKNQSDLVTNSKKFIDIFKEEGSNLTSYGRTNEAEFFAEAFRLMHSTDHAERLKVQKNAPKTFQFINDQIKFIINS
FadD28 binding – M. tuberculosis FadD28 bisubstrate binding inhibition | AID 588549 | 360,000 compounds, 0.22% hits | FadD28 bisubstrate probe binding, fluorescence polarization | inhibition, % at 12.5 µM; in the data active = inhibition above about 8.5%, passing the limit was not always enough; inconclusive = no clear call, values can overlap the other calls
Numbers without * were called inactive; u = inconclusive; x = not tested or not shown. Rule as the data show it, unless noted: active = inhibition above about 30%; inconclusive = no clear call, values can overlap the other calls; inactive = below that.

Under each structure: Mtb BioA inh	PfHsp40 rescue	BoNT F protease	GDH-TPI counter	UGM FP inh	FBA Mtb inh	BoNT A protease	Anthrax LF inh2	FadD28 binding
CCc1nnc(NC(=O)CSc2nc(-c3ccccc3)cc(-c3ccc(F)cc3)c2C#N)s1
    -3.5	-0.9	1	15	0.0	-5	0.1	-3	-4.9
N#CCCCCC#N
    0.5	0.4	-8	-10	x	-1	-0.3	-5	-3.8
O=c1ccn(Cc2ccccc2)c(=O)n1Cc1ccccc1
    2.8	-1.3	6	-3	-2.3	4	0.4	-1	-1.1
COc1ccc(Nc2nc(NCc3ccco3)nc(N3CCOCC3)n2)cc1
    -1.0	-1.7	4	-2	0.1	-1	0.6	2	-2.5
O=C(NCc1ccccc1Cl)C1CCCN1S(=O)(=O)c1ccc(F)cc1 (configuration not stated)
    1.7	0.0	7	-5	-1.2	0	-0.2	13	-0.8
Nc1cc(=O)[nH]c(SCC(=O)NCCC2=CCCCC2)n1
    -2.5	-0.3	1	-9	-2.2	0	0.2	-9	-2.9
C=CCCCOc1ccc(C(=O)O)cc1
    -0.2	-1.2	-2	-5	-2.0	-3	-2.6	-2	-3.4
Cc1ccc(NC(=O)[C@H](C)NC(=O)C2CCN(C(=O)[C@@H](N)CC(C)C)CC2)cc1
    -3.9	1.7	3	2	-2.4	2	-0.5	-8	-0.1
C/C=C1\NC(=O)[C@H](CC(N)=O)N(C)C(=O)C([C@@H](C)O)NC(=O)C(CCCc2ccc(OC)cc2)NC(=O)[C@H](C(C)C)NC(=O)/C(=C\C)NC(=O)[C@H](O)[C@@H](C[C@@H](O)CCCCCCC)NC(=O)[C@H](C)NC(=O)CN(C)C(=O)[C@H](CCC(N)=O)NC1=O (some centres not stated)
    5.2	8.7	-8	0	x	-2	0.1	1	11*
O=C(CCCOc1ccccc1)Nc1ccc(Br)cc1
    -1.9	0.2	4	2	0.3	8	-0.2	-1	0.3
CC1CC(C)CN(CCOc2ccccc2-c2ccccc2)C1 (configuration not stated)
    x	-0.4	-2	-2	-2.4	0	-0.5	-1	-1.5
Cc1cccc(C(=O)Nc2ccc3c(c2)CC2(C(=O)N(C)C(=O)N(C)C2=O)C2CCCN32)c1 (configuration not stated)
    -0.5	0.3	-11	6	1.0	3	3.0	-4	-3.0
CCSC1(SCC)N=C(N)C2(C#N)C(c3ccc(F)cc3)C12C#N (configuration not stated)
    1.7	-0.4	3	-6	-2.3	3	0.5	4	-4.1
O=C(COC(=O)c1cc(Cl)ccc1O)Nc1cc(C(F)(F)F)ccc1N1CCOCC1
    -0.7	1.2	-17	4	-1.1	12	-0.1	-4	-0.5
CCOc1cc(CNC2CCCC2)cc(Cl)c1OCc1ccccc1
    0.3	-0.7	-11	-3	1.1	3	-0.6	-5	-7.2
Cc1ccc2c(c1)N(CCC(=O)NCCN1CCOCC1)C(=O)CO2
    x	-0.4	-3	-6	-2.4	0	-0.9	0	-1.4
CCN(c1ccccc1)S(=O)(=O)c1ccc(Cl)c(C(=O)Nc2ccncc2)c1
    3.9	x	-3	5	x	2	0.0	2	0.6
CCOc1ccc(S(=O)(=O)Nc2ccc(O)c(Sc3ncn[nH]3)c2)cc1
    -2.4	0.5	2	3	-0.8	-1	-0.7	-1	1.1
CCOC(=O)C1CCN(C(=O)c2cc3c(-c4ccc(OC)c(OC)c4)nn(C)c3s2)CC1
    1.1	0.7	-14	-8	-1.1	-4	-0.2	2	-5.6
CN(C(=O)CN1C(=O)NC2(CCc3ccccc32)C1=O)C1CCS(=O)(=O)C1 (configuration not stated)
    -0.9	-1.1	7	6	-1.7	0	-0.2	4	-2.8
COc1ccc(CCNc2ccc(C)cc2)cc1
    2.0	0.9	-10	-4	0.6	1	-0.5	-1	-0.9
COc1ccccc1C(=O)COC(=O)CSC(C)C(=O)Nc1cc(C)on1 (configuration not stated)
    0.2	0.7	9	5	-1.7	1	2.5	6	-2.3
COC1=C(N)C(=O)c2nc(C)ccc2C1=O
    x	-1.2	0	8	x	1	0.0	-3	1.5
Cc1cc(C)cc(-n2ncc3c2CCCC3NC(=O)c2cc(C)[nH]n2)c1 (configuration not stated)
    8.8	1.8	-6	9	0.9	4	0.2	-3	x
CN(C)c1ccc(C2Nc3ccccc3C(=O)N2NS(C)(=O)=O)cc1 (configuration not stated)
    1.0	-1.6	-11	17	-1.3	13	-2.7	5	x
Clc1ccc2c(c1)-c1nnc(Br)n1-c1ccccc1S2
    0.0	-0.6	-29	14	3.4	0	-1.5	-5	-4.0
COc1ccc(/C=C2/C(=O)N(c3nc4ccccc4s3)N=C2CSc2ccc(Cl)cc2)cc1
    x	-1.2	-4	16	-3.5	-1	2.9	2	-2.1
COc1cc(/C=C2\SC(=S)N(CCC(=O)NCCc3ccccc3)C2=O)cc(OC)c1OC
    -2.3	-0.3	3	-7	0.4	1	0.6	1	-5.4
O=C(CSc1nc2cc(Cl)ccc2o1)N1CCOCC1
    5.3	1.4	8	14	-3.1	-4	1.0	4	-1.5
C(=C\N1CCCCCC1)/c1nnnn1-c1ccc(-c2ccccc2)cc1
    -0.4	-0.1	4	2	1.0	4	0.6	0	-2.8
COc1ccc(-c2cc(C(F)F)nc(-n3nc(C)cc3C)n2)cc1
    -0.4	-0.7	14	9	2.3	52*	0.4	-3	-1.1
C=CCn1c(C)cc(C(=O)COC(=O)CCc2cc(OC)c(OC)c(OC)c2)c1C
    -0.7	2.6	-1	-3	1.3	2	-0.8	-2	-1.7
CSc1ncc(C(=O)Nc2cccnc2)c(C(F)(F)F)n1
    6.0	0.6	-1	6	-0.1	7	-6.3	-4	-0.2
Cc1ccccc1Nc1nc(N)nc(COC(=O)C2CCCCC2)n1
    x	-1.6	-7	10	-1.0	-2	-0.5	2	-1.2
C[N+](C)(C)CC=O
    0.6	0.2	-11	4	-3.0	-3	-0.2	6	-2.6
Cc1ccc(NC(=O)COC(=O)c2ccc(OCc3c(C)noc3C)cc2)cc1S(=O)(=O)N1CCOCC1
    -1.1	-1.7	0	0	1.4	-1	0.2	0	-2.2
COc1cccc(C2CC(c3ccccc3OC)n3nc(N)nc3N2)c1 (configuration not stated)
    9.3	-0.4	-7	5	2.4	2	-1.0	-7	0.1
O=C(Nc1nccs1)c1ccc(Br)o1
    0.0	1.4	1	18	-2.4	-3	1.4	0	-1.9
NC(=O)CC(NC(=O)Cc1ccc(Br)cc1)c1ccc(NCc2cc(F)ccc2F)c([N+](=O)[O-])c1 (configuration not stated)
    -1.3	-1.2	-12	0	0.4	0	-0.6	5	-2.4
COc1cc(OC)cc(C(=O)NCC(=O)Nc2ccc(OC)c(Cl)c2)c1
    -1.0	0.2	-2	8	-0.8	2	1.0	1	x
Cc1csc(=O)n1CCC(=O)OCc1nnc(-c2ccc(Cl)cc2)o1
    7.8	0.1	11	10	x	6	-2.2	1	-0.6
Cc1oc2ccc(NS(=O)(=O)c3ccccc3)cc2c1C(=O)Nc1ccccc1
    x	1.8	-3	-1	-0.4	-1	0.0	0	-2.8
Cc1ccc(/C=N/Nc2nncn2N)cc1
    1.0	-1.3	4	5	0.0	1	4.5	0	-0.5
Cc1cccc(NC(=S)N/N=C/c2ccc3c(c2)OCO3)c1
    x	3.8	-5	26	6.0	3	-1.1	0	-2.6
COc1ccc(N2C(=O)C3CCCN3C2c2cc(OC)c(OC)c(OC)c2)cc1 (configuration not stated)
    -1.2	0.3	-3	8	-1.3	3	-0.1	1	-0.7
Cc1ccc(CN2CCN(Cc3cccn3-c3nccs3)CC2CCO)cc1 (configuration not stated)
    x	0.9	-3	4	0.4	0	-0.4	-5	-0.2
Oc1ccccc1-c1cncn1Cc1ccccc1
    0.1	-0.7	10	2	1.9	0	-0.6	19	-1.8
O=C(NC(=S)NC1CCCCCCCCCCC1)c1cccnc1
    -0.4	-1.9	-23	1	1.8	1	-0.7	-2	-3.9
OC[C@@H]1CN(Cc2ccccc2)C[C@H](n2cnc3c(N4CCN(c5ccccc5)CC4)ncnc32)O1
    -0.7	x	4	5	x	2	0.5	2	-2.0
COc1cc(C)c(-c2nc(CN3C[C@@H]4C[C@@H](C3)c3cccc(=O)n3C4)c(C)o2)cc1C
    -0.5	-0.8	-2	-4	3.0	-2	-0.1	0	-5.7
O=S(=O)(c1cccc(-c2n[nH]c(=S)n2-c2ccc(OC(F)(F)F)cc2)c1)N1CCOCC1
    0.8	-1.5	6	11	5.9	9	0.8	4	-0.2
C=CCNC(=O)COc1ccccc1C#N
    x	1.5	7	-5	0.9	3	-0.7	-5	-1.2
CC[C@]12c3[nH]c4ccc(OC)cc4c3CCN1C(=O)C(CC(=O)NCCCOC)C[C@@H]2C(=O)N1CCN(C(=O)c2ccco2)CC1 (some centres not stated)
    -1.5	-1.7	-6	4	x	2	-0.1	1	-0.9
CCOCCOC(=O)c1ccc(NC(=O)C2COc3ccccc3O2)cc1 (configuration not stated)
    -2.6	2.8	u	-10	0.7	3	-3.3	-6	0.5
CC(=O)c1ccc(OCC(O)CN2CCN(Cc3ccccc3)CC2)cc1 (configuration not stated)
    0.5	-0.5	-18	2	2.4	-1	-0.7	-4	-2.0
C=C(C)c1cccc(C(C)(C)NC(=O)NCCCn2ccnc2)c1
    -0.4	3.8	4	-2	-1.0	1	1.4	5	-6.3
CCCOc1ccccc1-c1nc(SCCC(=O)O)n[nH]1
    1.3	0.7	22	1	-2.0	-1	u	-12	-2.6
COCCNC(=O)C(c1ccc(C)o1)N(C(=O)c1snc(C(N)=O)c1N)c1cccc(C)c1 (configuration not stated)
    -0.4	-1.9	-4	16	-1.6	15	-0.2	-7	-0.8
COc1ccc(C(=O)O)cc1S(=O)(=O)NCCCN1CCCC1=O
    -1.5	-1.8	-14	11	2.9	6	-0.2	-2	-1.0
c1ccc2c(c1)oc1c(Nc3ccc4c(c3)OCO4)ncnc12
    -1.3	1.6	-5	25	-1.1	3	-0.3	4	-1.5

New compounds follow:
Under each structure: Mtb BioA inh	PfHsp40 rescue	BoNT F protease	GDH-TPI counter	UGM FP inh	FBA Mtb inh	BoNT A protease	Anthrax LF inh2	FadD28 binding
Cc1c(Cl)cccc1NC(=O)c1cc(-c2ccccc2O)n[nH]1
    -1.4	0.3	-8	12	-4.1	-1	-0.2	3	-8.3
CC(C)Cn1c(=O)c2sccc2n2c(CCCC(=O)N3CCC(N4CCCCC4)CC3)nnc12
    0.4	-0.5	-4	-8	3.2	4	-1.5	0	-3.0
Cc1c(C(=O)NCc2ccc3c(c2)OCO3)oc2ccc(S(=O)(=O)N3CCC(C)CC3)cc12
    0.6	5.4	-7	4	-3.0	2	0.7	-6	-0.7
Cc1cccc(C(=O)OC(C)CN2C(C)CCCC2C)c1 (configuration not stated)
    -1.5	-0.4	-21	-4	2.6	2	-1.1	-7	-0.3
O=C(CN(c1ccccc1F)S(=O)(=O)c1ccccc1)Nc1ccccc1C(=O)N1CCOCC1
    3.9	0.6	0	2	1.8	3	-1.1	-2	-0.7
O=C(O)c1cccc(NC(=O)c2cc(NC(=O)c3ccccc3)cc(NC(=O)c3ccccc3)c2)c1
    2.2	4.0	-1	-8	-1.1	1	-4.3	-10	-8.9

Entries above that have bromine (4):
Under each structure: Mtb BioA inh	PfHsp40 rescue	BoNT F protease	GDH-TPI counter	UGM FP inh	FBA Mtb inh	BoNT A protease	Anthrax LF inh2	FadD28 binding
O=C(CCCOc1ccccc1)Nc1ccc(Br)cc1
    -1.9	0.2	4	2	0.3	8	-0.2	-1	0.3
Clc1ccc2c(c1)-c1nnc(Br)n1-c1ccccc1S2
    0.0	-0.6	-29	14	3.4	0	-1.5	-5	-4.0
O=C(Nc1nccs1)c1ccc(Br)o1
    0.0	1.4	1	18	-2.4	-3	1.4	0	-1.9
NC(=O)CC(NC(=O)Cc1ccc(Br)cc1)c1ccc(NCc2cc(F)ccc2F)c([N+](=O)[O-])c1 (configuration not stated)
    -1.3	-1.2	-12	0	0.4	0	-0.6	5	-2.4

Screening results deposited in PubChem BioAssay by several laboratories.
